E coli Lon inh – inhibitors of E. coli Lon protease | P0A9M0 | AID 602123 | actives 0.42% (n = 360,000) | purified E. coli Lon protease, fluorescence polarization | inhibition, % at 7.94 µM; in the data active means inhibition above about 13%, passing the limit was not always enough;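 further: 0% = enzyme with probe and DMSO and 100% = no enzyme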
MsrA inh – inhibitors of bovine MsrA; purified bovine MsrA, absorbance read-out; inhibition, % at 15.5 µM; actives 0.75% (n = 360,000); in the data active means inhibition above about 4.5%;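 further: 0% = vehicle wells with enzyme and 100% = reference inhibitor wells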
NRP1-CendR mod – modulators of CendR peptide binding to human neuropilin-1 | FAM-RPARPAR peptide binding to NRP-1, fluorescence polarization | inhibition, % at 25 µM | actives 0.85% (n = 360,000);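 active means inhibition or corrected inhibition above about 18%, plus a signal ratio from 0.5 to 1.5, limit read from the data, passing the limit was not always enough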; further: strong numbers were not always called active
SKN-1 inh – blocks SKN-1 activity in C. elegans; C. elegans VP596 Pgst-4::GFP/RFP ratio, acrylamide-induced, 24 h; inhibition, % at 21.8 µM; actives 0.49% (n = 360,000); AID 624304;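 active means interference check ratio from 0.5 to 1.5 plus GFP to RFP signal ratio inhibition reaching or exceeding a fixed threshold, cut at about 30% in these data, passing the limit was not always enough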; further: some compounds called inactive have numbers as strong as hits
MT1-MMP act inh – MT1-MMP (human) activation inhibition; HT1080 RFP-PRO-GFP cells, GFP/RFP ratio fluorescence, overnight; percent of plate control window, DMSO zero; GFP/RFP ratio change, % at 20 µM; actives 0.061% (n = 360,000);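 active means GFP/RFP ratio change of at least 30% with cell ATP level not reduced by more than half and red fluorescence within 50% of control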; further: strong numbers were not always called active
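system = RFP-PRO-GFP reporter HT1080 cells | dosing = 20 µM single dose, 1% DMSO | timing = overnight cell settling, then overnight compound exposure, 37 °C, 5% CO2 | read-out basis = GFP/RFP fluorescence ratio | controls = DMSO and RFP-L50D-GFP cell wells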
FAS TE block – inhibitors of human fatty acid synthase thioesterase domain. recombinant FAS-TE, OMFH fluorogenic substrate, fluorescence endpoint. inhibition, % at 15 µM. actives 0.67% (n = 360,000). AID 602261;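 active means compounds whose normalised, plate-corrected inhibition of enzyme fluorescence in the single-dose primary screen is 50% or more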;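 further: 0% = DMSO with enzyme and 100% = substrate without enzyme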
Target sequence (P49327 whole entry, looked up, the tested form may be a part): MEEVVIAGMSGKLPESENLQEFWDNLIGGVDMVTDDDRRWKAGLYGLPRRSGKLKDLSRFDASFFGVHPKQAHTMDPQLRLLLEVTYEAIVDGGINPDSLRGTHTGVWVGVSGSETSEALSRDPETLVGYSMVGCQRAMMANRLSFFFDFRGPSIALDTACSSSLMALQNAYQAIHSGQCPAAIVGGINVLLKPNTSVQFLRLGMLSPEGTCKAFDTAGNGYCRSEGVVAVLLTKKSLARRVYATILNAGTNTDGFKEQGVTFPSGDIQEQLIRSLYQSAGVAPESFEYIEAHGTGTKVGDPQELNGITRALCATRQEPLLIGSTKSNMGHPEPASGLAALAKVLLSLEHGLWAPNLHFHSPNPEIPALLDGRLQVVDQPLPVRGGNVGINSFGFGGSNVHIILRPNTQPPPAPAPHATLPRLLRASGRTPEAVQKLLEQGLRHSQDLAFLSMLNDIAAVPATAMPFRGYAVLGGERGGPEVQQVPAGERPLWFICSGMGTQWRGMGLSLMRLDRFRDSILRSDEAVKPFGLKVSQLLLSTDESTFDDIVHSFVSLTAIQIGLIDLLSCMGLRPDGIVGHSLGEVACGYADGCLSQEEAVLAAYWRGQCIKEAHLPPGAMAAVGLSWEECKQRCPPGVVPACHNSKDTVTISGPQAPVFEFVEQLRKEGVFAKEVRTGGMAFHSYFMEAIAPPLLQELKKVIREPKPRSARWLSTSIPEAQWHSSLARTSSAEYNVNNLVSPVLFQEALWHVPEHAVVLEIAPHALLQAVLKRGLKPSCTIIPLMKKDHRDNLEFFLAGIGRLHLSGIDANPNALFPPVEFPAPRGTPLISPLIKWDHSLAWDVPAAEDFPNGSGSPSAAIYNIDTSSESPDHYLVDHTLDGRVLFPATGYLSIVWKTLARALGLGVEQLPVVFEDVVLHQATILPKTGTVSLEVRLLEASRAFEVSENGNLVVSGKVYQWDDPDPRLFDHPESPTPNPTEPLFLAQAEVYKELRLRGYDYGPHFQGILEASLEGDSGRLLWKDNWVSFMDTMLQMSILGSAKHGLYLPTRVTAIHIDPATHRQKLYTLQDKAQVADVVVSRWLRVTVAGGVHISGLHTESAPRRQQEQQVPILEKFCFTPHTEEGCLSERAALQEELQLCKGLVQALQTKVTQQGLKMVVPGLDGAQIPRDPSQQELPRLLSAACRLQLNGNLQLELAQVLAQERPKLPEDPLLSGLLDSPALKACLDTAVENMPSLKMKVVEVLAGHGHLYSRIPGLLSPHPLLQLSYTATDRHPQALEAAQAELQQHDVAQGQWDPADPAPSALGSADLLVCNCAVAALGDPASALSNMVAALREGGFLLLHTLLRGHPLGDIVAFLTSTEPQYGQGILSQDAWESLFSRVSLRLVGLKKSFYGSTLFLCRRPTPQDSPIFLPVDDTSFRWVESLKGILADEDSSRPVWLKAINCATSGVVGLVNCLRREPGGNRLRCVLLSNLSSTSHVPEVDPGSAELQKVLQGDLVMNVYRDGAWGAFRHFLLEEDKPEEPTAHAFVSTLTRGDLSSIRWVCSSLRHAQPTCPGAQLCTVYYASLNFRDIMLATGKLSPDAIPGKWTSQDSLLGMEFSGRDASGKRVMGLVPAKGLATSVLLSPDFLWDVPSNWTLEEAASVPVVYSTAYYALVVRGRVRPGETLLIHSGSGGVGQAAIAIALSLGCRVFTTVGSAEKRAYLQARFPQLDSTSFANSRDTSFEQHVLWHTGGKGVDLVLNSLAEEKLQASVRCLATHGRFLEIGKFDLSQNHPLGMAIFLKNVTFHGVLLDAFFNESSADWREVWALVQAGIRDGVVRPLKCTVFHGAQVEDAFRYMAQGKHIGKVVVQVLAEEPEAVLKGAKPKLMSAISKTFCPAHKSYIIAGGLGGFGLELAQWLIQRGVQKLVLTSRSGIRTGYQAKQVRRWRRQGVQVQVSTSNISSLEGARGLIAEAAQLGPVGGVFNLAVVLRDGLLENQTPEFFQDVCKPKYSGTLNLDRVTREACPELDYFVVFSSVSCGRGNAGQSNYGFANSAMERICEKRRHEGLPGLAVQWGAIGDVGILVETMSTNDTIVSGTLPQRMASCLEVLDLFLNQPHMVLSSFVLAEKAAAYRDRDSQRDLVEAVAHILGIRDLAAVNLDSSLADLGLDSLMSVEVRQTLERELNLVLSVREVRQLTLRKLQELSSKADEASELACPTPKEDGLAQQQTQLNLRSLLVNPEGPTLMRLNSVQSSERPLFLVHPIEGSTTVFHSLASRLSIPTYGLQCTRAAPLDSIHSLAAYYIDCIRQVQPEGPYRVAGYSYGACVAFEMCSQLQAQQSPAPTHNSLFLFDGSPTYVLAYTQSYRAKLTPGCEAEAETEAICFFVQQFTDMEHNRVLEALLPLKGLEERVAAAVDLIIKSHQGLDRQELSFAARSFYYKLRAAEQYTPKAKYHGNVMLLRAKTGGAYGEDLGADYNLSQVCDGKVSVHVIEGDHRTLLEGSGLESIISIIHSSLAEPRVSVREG
bovine MsrA act – activates bovine MsrA enzyme. activation, % at 10.6 µM. purified bovine MsrA, absorbance read-out. actives 0.3% (n = 360,000); in the data active means activation above about 7.5%;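 further: 0% = vehicle and 100% = reference activator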
MLLE-PAM2 inh – blocks PAM2 peptide binding to the PABP1 MLLE domain; P11940; GST-MLLE / FITC-PAM2 fluorescence polarization; inhibition, % at 20 µM; actives 0.36% (n = 360,000); in the data active means inhibition above about 35%, passing the limit was not always enough;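 further: plate controls were DMSO wells with GST-MLLE for no effect and wells lacking GST-MLLE protein for full effect; some results filed as inactive read as strong as hits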
TbMetRS inhib – Trypanosoma brucei MetRS inhibition. purified T. brucei MetRS, ATP depletion, Kinase-Glo luminescence. inhibition, % at 11.9 µM. actives 0.4% (n = 360,000);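 active means inhibition above a per-plate cutoff of the control wells' mean inhibition plus 3 SD, cut at about 5.5% in these data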;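 further: 0% = DMSO wells median and 100% = median of wells with control inhibitor compound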
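Assay system: T. brucei methionyl-tRNA synthetase, purified | Medium: HEPES buffer with MgCl2, KCl, DTT, spermine, BSA, pyrophosphatase | Compound: 11.9 µM single point | Incubation: 15 min enzyme-compound preincubation, 2 h reaction, 10 min detection, 25 °C | Measured by: Kinase-Glo luciferase luminescence reporting remaining unconsumed ATP | Measure: % inhibition normalized to control-well medians | Replication: Singlicate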
Active calls of the source: *; . = not tested or not shown.

SMILES	E coli Lon inh	MsrA inh	NRP1-CendR mod	SKN-1 inh	MT1-MMP act inh	FAS TE block	bovine MsrA act	MLLE-PAM2 inh	TbMetRS inhib
CCN(C(=O)CSc1nc2ccccc2c(=O)n1-c1ccc(C)cc1)C1CCS(=O)(=O)C1 (stereo not given)	-7	-0.5	-14	1	-2	2	-4	8	-0.8
C/C(=N\Nc1ccc(Cl)c(C(=O)O)c1)c1cccc2ccccc12	0	2.1	-17	31	-1	7	-3	8	-0.2
Cc1ccc(-c2nnc(CSc3nnc(COc4cccc5ccccc45)n3-c3ccccc3)o2)cc1	6	0.3	8	-16	-5	28	-1	-15	-0.9
COc1ccc(CC(=O)OCC(=O)NC(=O)NC(C)C)cc1	-2	-1.1	7	-3	3	-8	-1	8	0.2
COc1ccc(Cl)cc1-c1cc(C(=O)NCc2ccccc2)[nH]n1	5	-0.8	4	16	-1	34	2	-15	-0.2
Cn1cnnc1Sc1nc2ccccc2nc1NS(=O)(=O)c1ccccc1	7	1.7	-5	-2	-18	-6	-1	11	-0.5
Cc1cc(=O)oc2cc(OC(=O)CCN3C(=O)c4ccccc4C3=O)ccc12	-9	0.4	4	4	-1	1	3	14	-1.0
C[C@H](CO)N1C[C@H](C)[C@@H](CN(C)CC2CC2)Oc2c(NC(=O)Cc3ccccc3)cccc2C1=O	-5	0.7	-2	-1	-7	-3	-8	7	-0.3
COc1ccc(-c2cc(C(=O)NC3=NCCS3)c3ccccc3n2)cc1OC	-8	3.3	16	-1	-4	-2	-3	4	-0.1
COc1ccc(C(=O)/C=C/c2ccc(OC)c(O)c2)c(F)c1	6	2.6	-15	6	-2	-3	-3	0	0.4
CC(C)CN1CCN(Cc2cccc3ncccc23)CC1CCO (stereo not given)	4	0.1	7	10	4	-5	-3	15	-0.8
O=C(c1cc(Cl)c(=O)n(Cc2ccc(Cl)cc2)c1)N1CCOCC1	2	-0.1	-4	-21	0	-4	-11	0	-1.0
CCC1(c2cccc(Cl)c2)NC(=O)N(Cc2cc(C(=O)OC)c(C)o2)C1=O (stereo not given)	7	-0.9	-4	-3	1	10	1	-3	0.1
Cc1[nH]c2ccccc2c1C(=O)CN1CCCC(C)C1 (stereo not given)	1	1.3	-9	26	-3	-1	-1	-12	-0.4
Cc1ccc(NC(=O)C(Cc2ccccc2)n2cccc2)cc1 (stereo not given)	12	-0.6	2	11	-1	10	-1	0	-0.5
COc1cc(C(=O)Nc2cc(C)ccn2)ccc1OCC(=O)N1CCOCC1	-2	0.2	9	3	-2	0	-2	-5	-0.5
CCCCCCCc1ccc(-c2ccc(O)cc2)nc1	-4	0.6	-7	5	2	14	-4	5	-0.7
N=c1n(CC(=O)c2cccs2)c2ccccc2n1Cc1ccccc1	-9	-0.6	2	-10	1	2	-2	-11	0.1
CCC(CC)NC(=O)C1CC(=O)N(CCc2ccc(F)cc2)C1 (stereo not given)	3	-0.6	-3	6	2	-7	-2	1	-0.3
CCOC(=O)C1=C(C)Nc2nnnn2C1c1ccccc1Cl (stereo not given)	-11	0.1	-1	14	6	-1	-8	-2	-1.2
Cc1cc(C)nc(-n2nc(C)cc2NC(=O)CNC(C)c2ccccc2)n1 (stereo not given)	1	-0.3	-2	-9	3	-7	2	8	0.2
CC(=O)c1ccc(OCC(=O)N(C2CCCCC2)C2CCS(=O)(=O)C2)cc1 (stereo not given)	2	0.3	-3	4	4	-4	-1	-16	-0.2
CCCCn1c(N)c(N(CC)C(=O)c2ccccc2C(F)(F)F)c(=O)[nH]c1=O	-1	-0.5	4	-12	3	-8	-3	11	-0.4
COc1cc(/C=N/n2c(COc3ccccc3)n[nH]c2=S)cc(Br)c1O	6	3.7	-10	-16	4	-3	-1	13	-0.2
Cc1ccc(-n2nc3ccc(N)cc3n2)cc1	-2	0.5	-10	18	2	-1	-2	-7	0.2
Cc1ccc(C2(O)C(=O)c3ccccc3C2=O)c(O)c1C	0	-0.5	3	9	1	-6	-4	-14	0.0
COc1cccc(C(=O)Nc2ccc(Cl)c(C(F)(F)F)c2)c1	-5	0.2	0	12	1	29	1	4	0.0
OCCCCc1nccc2c1[nH]c1ccccc12	4	1.0	-3	24	3	-5	-2	13	-0.4
CC1(c2ccc3ccccc3c2)NC(=O)N(CC(=O)NCc2cccs2)C1=O (stereo not given)	2	0.3	-3	15	1	-4	1	-1	0.2
COc1ccc(NC(=O)COC(=O)c2cc(Cl)ccc2O)cc1S(=O)(=O)N1CCCCC1	-3	0.0	0	10	5	-5	-3	2	0.4

Taken from above.
Cc1cc(C)nc(-n2nc(C)cc2NC(=O)CNC(C)c2ccccc2)n1 (stereo not given) – TbMetRS inhib: 0.2
OCCCCc1nccc2c1[nH]c1ccccc12 – bovine MsrA act: -2
COc1ccc(C(=O)/C=C/c2ccc(OC)c(O)c2)c(F)c1 – NRP1-CendR mod: -15

Other structures.
SMILES	E coli Lon inh	MsrA inh	NRP1-CendR mod	SKN-1 inh	MT1-MMP act inh	FAS TE block	bovine MsrA act	MLLE-PAM2 inh	TbMetRS inhib
O=C(CCC(=O)c1cccs1)Nc1ccccc1F	-11	0.6	-4	-2	0	-10	-11	2	-1.2
CCC(c1nnnn1-c1ccc2c(c1)OCCO2)N1CCN(C(=O)c2ccco2)CC1 (stereo not given)	6	-0.8	3	-7	3	-8	-3	.	0.1
CC(C)c1ccc(NC(=O)[C@H]2CSCN2C(=O)[C@@H]2CCC(=O)N2)cc1	-2	0.0	4	-3	3	1	-8	16	-0.7
CCOC(CNC(=O)c1ccc2c(c1)ncn2-c1cccc(F)c1)OCC	-7	-1.0	9	13	4	-2	3	8	0.1
CC1=NN(c2ccccc2)C(=O)C1N=Nc1cccc(O)c1 (stereo not given)	-8	-0.2	0	-5	8	20	0	-11	-0.3
Cc1cccc(C)c1OCC(=O)OC/C(O)=C(\C#N)c1nc2ccccc2[nH]1	-10	0.6	-32	5	0	-15	-8	-13	-0.7
Cc1cc(N2CCCc3ccccc32)n2ncnc2n1	-12	2.2	-4	13	0	-6	-3	-18	-0.2
CN1CCN(c2ccc(S(=O)(=O)N3CCOCC3)cc2NC(=O)CCc2ccccc2)CC1	2	-0.4	4	-6	-1	-4	-14	-3	-0.3
O=c1ccc(Cl)cn1Cc1ccccc1F	-5	0.8	-2	1	1	-8	-3	-8	-0.1
Cn1c(=O)[nH]c(=O)c2c1nc(N1CCCCCC1)n2CCN1CCCCCC1	-3	-0.3	7	17	1	-5	3	10	-1.0
Cc1ccccc1-n1nnnc1SCC(=O)NC1CC1	-16	0.2	1	18	-2	-7	-1	-1	-0.4
Oc1ccc(NCc2ccccc2OCc2ccccc2F)cc1	2	1.4	-9	17	23	10	-2	16	-0.7
Cc1ccc(C(=O)NCC(=O)OCCOc2cccc(Cl)c2)cc1	-2	-0.6	-4	7	5	5	-2	11	0.1
O=C(N/N=C/c1c(Cl)cccc1Cl)c1ccccc1F	-3	0.6	-8	-5	0	-11	-1	-14	0.3
O=C(CCC(=O)N1CCN(c2ccccn2)CC1)Nc1nnc(C(F)(F)F)s1	-6	-1.8	-10	-8	0	0	-2	10	-0.1

Two entries drawn at random from the list so far, as already listed:
SMILES	E coli Lon inh	MsrA inh	NRP1-CendR mod	SKN-1 inh	MT1-MMP act inh	FAS TE block	bovine MsrA act	MLLE-PAM2 inh	TbMetRS inhib
Cn1c(=O)[nH]c(=O)c2c1nc(N1CCCCCC1)n2CCN1CCCCCC1	-3	-0.3	7	17	1	-5	3	10	-1.0
CN1CCN(c2ccc(S(=O)(=O)N3CCOCC3)cc2NC(=O)CCc2ccccc2)CC1	2	-0.4	4	-6	-1	-4	-14	-3	-0.3

(continued)
SMILES	E coli Lon inh	MsrA inh	NRP1-CendR mod	SKN-1 inh	MT1-MMP act inh	FAS TE block	bovine MsrA act	MLLE-PAM2 inh	TbMetRS inhib
Cc1ccccc1C(=O)Nc1ccc(C(=O)N/N=C/c2ccc(O)cc2)cc1	3	3.7	4	-1	0	-1	-5	2	-0.4
Cc1ccc(S(=O)(=O)NCC(=O)OC(C)C(=O)NC(=O)NC2CCCCC2)cc1C (stereo not given)	-2	0.6	-5	-10	3	4	-5	-2	-0.5
C/C(=N\Nc1ccc(Cl)c(C(=O)O)c1)c1cc2ccccc2o1	3	5.4*	1	1	6	17	-5	-6	0.3
CCN(C(=O)COC(=O)CCOc1cccc(C)c1)c1c(N)n(Cc2ccccc2)c(=O)[nH]c1=O	1	-0.8	-3	17	0	-5	0	-10	-0.3
COc1ccccc1C(=O)Nc1nnc(-c2ccco2)s1	2	2.4	-1	12	2	-8	-3	-3	0.0
O=C(CSc1nccc(=O)[nH]1)Nc1cccc(S(=O)(=O)N2CCOCC2)c1	-7	-0.2	-8	-1	4	-6	-3	31	-0.4
NC(=NCc1ccco1)NC(=O)c1ccc(Cl)cc1	-1	-1.4	-2	2	3	-1	-3	13	0.3
N=C1SC(c2ccccc2)C(=O)N1c1ncc(Cc2ccccc2)s1 (stereo not given)	-8	3.4	-2	-1	4	-2	-3	-12	-0.1
O=C(NCc1cccs1)C1CCCN1C(=O)Nc1cccc(Cl)c1 (stereo not given)	-14	-0.3	16	4	-2	0	-6	3	-0.4
COc1ccc(NC(=O)c2cc(-c3ccccc3)nc3c2cnn3C(C)C)c(OC)c1	10	1.4	-10	1	6	29	-3	9	-0.6
Cc1cccc(NC(=O)CCc2nnc3ccc(NCc4ccco4)nn23)n1	5	0.6	-3	18	-1	-8	-3	4	-0.2
COc1cc(OC)cc(C(=O)NCC(=O)OCC(=O)c2cc(C)n(Cc3ccco3)c2C)c1	-1	0.5	-10	7	-1	18	-3	-8	0.3
CCc1cc(CNC(=O)C2CCC(=O)N(Cc3ccc(Cl)cc3)C2)on1 (stereo not given)	6	0.2	2	5	1	-5	-5	-1	-0.5
Cn1c(N2CCN(S(=O)(=O)c3ccc(F)cc3)CC2)nc2ccccc21	6	0.0	-12	2	-1	5	-3	8	-0.5
Cc1nc(SCC(=O)Nc2cccc(Cl)c2)n[nH]1	1	0.8	-9	15	1	-9	4	-9	0.0
CCOc1ccc(CCNC(=O)C2CC(=O)N(C3CCCC3)C2)cc1OCC (stereo not given)	-5	-0.1	5	9	-1	-7	0	-2	0.6
CCn1nc(C(=O)Nc2ccc(S(=O)(=O)Nc3nccs3)cc2)c2ccccc2c1=O	-51	-0.1	-8	5	-11	-24	-15	-88	-1.1
CCOC(=O)N1CCC(N(C(=O)Nc2ccccc2)C(C)CC)CC1 (stereo not given)	1	-1.3	1	11	-4	-9	0	-7	-0.5
COc1ccccc1-c1nc2ccc(Cl)cc2c(=O)n1O	-6	2.4	0	3	-1	-4	-7	6	-1.2
CC(C)(C)c1ccc(S(=O)(=O)NCC2CCCO2)cc1 (stereo not given)	-14	0.3	6	16	-1	1	-1	7	0.9
O=C(NN1CCOCC1)c1ccccc1Br	-8	1.9	3	18	1	-4	0	13	-1.9
O=C(NN1C(=O)c2ccccc2NC1c1cccnc1)c1ccc([N+](=O)[O-])cc1 (stereo not given)	6	0.1	-5	-5	1	20	-10	5	-1.0
CCOc1ccc(C(=O)COC(=O)C2CCN(c3ccc(C(F)(F)F)cn3)CC2)cc1	-2	1.8	-9	-3	2	30	-2	-9	-0.2
CCOc1ccc(NC(=O)CSc2nnc(CCNC(=O)c3ccc(OC)cc3)n2C)cc1	-3	.	1	-15	5	-8	-11	1	-1.9
Cc1ccc(OCC(=O)Nc2ccncc2)c(C)c1	-16	0.2	4	-25	0	-2	-1	3	2.2
CCCCCC(=O)NC(=S)Nc1ccc(Cl)cn1	6	0.7	6	6	4	10	-3	1	-0.1

Assay outcomes: PubChem, several laboratories
